High-throughput results (PubChem BioAssay)
BCR signal inh: qHTS Assay to Find Inhibitors of Chronic Active B-Cell Receptor Signaling; 340,000 tested, 0.05% active; Potency, µM (series often up to 46.1 µM), for inactives: top-dose ratio change, negative = lower green/red ratio, hits mostly inhibitors; ABC-DLBCL IkBa-CBG/CBR reporter, luminescence ratio, 4 h; active = well fitted inhibition curve with a large enough effect in the signal ratio, with a control signal flat, not every such curve was filed as active; inconclusive = small, poorly fitted or top-dose-only effect, or effect the other way, or a change in a side signal; the % refers to the signal ratio;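 also: potency is read from the fitted curve at half-maximal effect; plate controls were basal doxycycline-induced cells for no effect and cells given 10 µM MG132 for full effect; MG132 reads +100%, hits lower the ratio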
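Concentration-response series (up to 46 uM) were applied to TMD8 dual-reporter cells for 4 h at 37C with doxycycline. Green/red ratio, after filter-overlap correction, defined %Activity; red signal alone was normalised to basal cells and zero luminescence.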
USP2a block: qHTS Assay for Inhibitors of Ubiquitin-specific Protease USP2a Using CHOP2 as the Reporter; Ubiquitin carboxyl-terminal hydrolase 2 (Homo sapiens), O75604; USP2 core, Ub-CHOP2 coupled fluorogenic reporter, 485/531; Potency, µM (titrated, usually from 38.3 µM), inactives show at the top dose activity change, negative = inhibition, hits mostly inhibitors; 330,000 tested, 0.01% active;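 also: potency is read from the fitted curve at half-maximal effect; plate controls were DMSO wells for no effect and full inhibition by NEM control for full effect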
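Cell-free coupled assay: 10nM USP2 core preincubated 30min RT with compound in Tris-HCl pH 8.0/CaCl2/CHAPS buffer, then 25nM Ub-CHOP2 and 25nM reporter substrate; fluorescence (Ex 485/Em 531) read after 60min RT, normalized to NEM inhibition, concentration-response curves fitted.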
B2AR arrestin: qHTS assay of beta-arrestin-biased ligands of beta2-adrenergic receptor. Beta-2 adrenergic receptor (Homo sapiens), P07550. beta-arrestin recruitment to beta2AR, cell-based reporter. Potency, µM (titrated, usually from 46.1 µM), for inactives: top-dose activation, most hits filed as activators. 330,000 tested, 0.02% active;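 also: potency is read from the fitted curve at half-maximal effect; 0% = DMSO controls and full agonism = EC100 isoproterenol or metaproterenol; nearly all actives have a fitted effect of over 65% in size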
Target sequence (P07550 whole entry, looked up): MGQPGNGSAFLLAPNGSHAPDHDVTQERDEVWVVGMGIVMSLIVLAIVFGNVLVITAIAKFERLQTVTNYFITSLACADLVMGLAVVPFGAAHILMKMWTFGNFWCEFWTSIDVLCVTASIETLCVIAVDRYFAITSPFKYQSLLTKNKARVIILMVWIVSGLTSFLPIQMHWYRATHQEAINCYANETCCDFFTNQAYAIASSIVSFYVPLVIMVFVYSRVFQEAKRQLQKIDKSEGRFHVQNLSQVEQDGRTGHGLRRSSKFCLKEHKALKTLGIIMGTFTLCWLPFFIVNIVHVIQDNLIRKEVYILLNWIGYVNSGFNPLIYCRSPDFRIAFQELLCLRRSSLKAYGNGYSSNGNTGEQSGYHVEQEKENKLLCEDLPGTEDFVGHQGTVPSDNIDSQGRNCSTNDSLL
Mito fusion act: qHTS Assay for Small Molecule Inhibitors of Mitochondrial Division or Activators of Mitochondrial Fusion | S. cerevisiae fusion-defective mutant growth rescue, CellTiterGlo 48 h | Potency, µM (doses to about 46.1 µM), for inactives: top-dose growth rescue (activation), most hits filed as activators | 320,000 tested, 0.23% active | AID 485298, 2010;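 also: potency is read from the fitted curve at half-maximal effect; % of control where 0% means no effect; nearly all actives have a fitted effect of over 45% in size; temperature-sensitive fusion mutants such as fzo1-1 at 37 °C on non-fermentable ethanol glycerol medium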
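Yeast fusion mutant, YPEG (non-fermentable carbon), compound, 48 h at 37C non-permissive; CellTiterGlo added, 10 min RT, luminescence read. Rescued growth = division inhibition.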
TSHR antagonist: Antagonists of the Thyroid Stimulating Hormone Receptor: HTS campaign. Thyrotropin receptor (Homo sapiens), P16473. TSHR-expressing cells, TSH-stimulated cAMP HTRF, 2 h; hits give low values. activity change, negative = inhibition, % at 11.5 µM. 330,000 tested, 0.2% active;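 active = activity change below a set negative limit, meaning inhibition stronger than a set level, cut at about -70% in these data; inconclusive = activity change between two set negative limits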; also: % is scaled to controls: 0 for no effect and ±100 for the full control effect
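Read-out is FRET at 665 nm (cryptate excitation 337 nm) from a cryptate-tagged anti-cAMP antibody, competed by cell cAMP against cAMP-d2. Compounds are tested on freshly harvested TSHR cells challenged with 4nM TSH (EC80) for 2 hours at 37 deg C.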
Tb PFK block: qHTS Assay to Find Inhibitors of T. brucei phosphofructokinase. Potency, µM (top dose mostly 57.5 µM), for inactives: at the highest dose activity, negative = inhibition, most hits filed as inhibitors. 330,000 tested, 0.17% active. ATP-dependent 6-phosphofructokinase (Trypanosoma brucei brucei), O15648. T. brucei PFK, ADP-Glo luminescence;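 also: potency is read from the fitted curve at half-maximal effect; 0% = uninhibited 1x PFK enzyme wells and -100% = no-enzyme wells; nearly all actives have a fitted effect of over 60% in size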
Target sequence (O15648 whole entry, looked up): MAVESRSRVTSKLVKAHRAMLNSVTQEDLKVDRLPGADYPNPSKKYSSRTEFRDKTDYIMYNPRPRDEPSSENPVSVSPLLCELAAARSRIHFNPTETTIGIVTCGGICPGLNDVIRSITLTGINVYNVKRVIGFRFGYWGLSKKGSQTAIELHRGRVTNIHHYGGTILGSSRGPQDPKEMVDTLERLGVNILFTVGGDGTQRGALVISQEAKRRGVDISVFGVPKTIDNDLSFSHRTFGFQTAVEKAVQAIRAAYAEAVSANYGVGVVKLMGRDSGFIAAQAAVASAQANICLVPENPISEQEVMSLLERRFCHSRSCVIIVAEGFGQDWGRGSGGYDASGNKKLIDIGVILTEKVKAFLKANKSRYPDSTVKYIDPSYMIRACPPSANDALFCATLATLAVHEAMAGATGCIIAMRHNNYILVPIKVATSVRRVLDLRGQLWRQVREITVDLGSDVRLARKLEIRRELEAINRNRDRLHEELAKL
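ADP-Glo luminescence quantified ADP after 45 min at room temperature, with 1.25 nM T. brucei PFK, 0.1 mM ATP and 0.5 mM fructose-6-phosphate in pH 8.0 TEA buffer. qHTS titrations up to 57 µM; curves classified by quality.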
Eya2 inh: qHTS Assay for Inhibitors of the Phosphatase Activity of Eya2. Protein phosphatase EYA2 (Homo sapiens), O00167. recombinant Eya2, OMFP fluorescence dephosphorylation (OMFP is methylfluorescein phosphate). AID 488837, 2010. Potency, µM (titrated, usually from 76.9 µM), for the others: at the top dose activity, negative = inhibition, actives largely listed as inhibitors. 330,000 tested, 0.006% active; also: potency is read from the fitted curve at half-maximal effect; % is scaled to controls: 0 for no effect and ±100 for the full control effect
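Eya2 (0.2 uM) preincubated 10 min at ambient with compound, then OMFP substrate added at 50 uM; 10 min reaction in 50 mM HEPES pH 7.5, 50 mM NaCl, 5 uM MgCl2, 0.05% BSA, 1 mM DTT. Fluorescence read at Ex 485/Em 525 nm.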
PTAP TSG101 blk: qHTS Assay for Iinhibitors of HIV-1 Budding by Blocking the Interaction of PTAP/TSG101; Tumor susceptibility gene 101 protein (Homo sapiens), Q99816; Fluorescence polarization, FITC-PTAP peptide / Tsg101 binding; Potency, µM (titrated, usually from 115 µM), inactives show at the top dose activity change, negative = inhibition, most hits filed as inhibitors; 340,000 tested, under 10 active; active = well fitted inhibition curve with a large enough effect in the main read-out, with a control signal flat, not every such curve was filed as active; inconclusive = small, poorly fitted or top-dose-only effect, or effect the other way, or a change in a side signal; inactive = no such curve, though single readings can be large or run the other way; also: potency is read from the fitted curve at half-maximal effect; % of control where 0% means no effect
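Fluorescence polarization binding of Tsg101 binding domain (10 uM final) to FITC-labeled PTAP peptide (50 nM final) in HEPES pH 7.5 buffer with NaCl, Tween 20, EDTA, TCEP. Compounds added before peptide; binding 20 min at RT.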
TCR act: Activators of T cell receptors: qHTS campaign. primary human leukocytes, anti-CD3, IL-2 HTRF, 48 h. Potency, µM (titrated, usually from 9.22 µM), for the others: top-dose activation of IL-2 secretion, usual class: activators. 330,000 tested, under 10 active. AID 504894, 2011; also: % of control where 0% means no effect
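Human primary leukocytes + a-CD3 beads + cpd, 48 hr; IL-2 in supernatant by HTRF (ex 320nm / em 665nm). No co-stimulatory signal supplied.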
ELG1 DNA repair: qHTS screen for small molecules that inhibit ELG1-dependent DNA repair in human embryonic kidney (HEK293T) cells expressing luciferase-tagged ELG1; HEK293T ELG1-luciferase reporter, luminescence, 16 h; DNA damage induced by 5-fluorouridine; Potency, µM (titrated, usually from 46.1 µM), without a hit: at the highest dose activity change, negative = inhibition, usual class: inhibitors; 330,000 tested, 2.3% active; AID 504467, 2011; also: potency is read from the fitted curve at half-maximal effect; % is scaled to controls: 0 for no effect and ±100 for the full control effect; nearly all actives have a fitted effect of over 55% in size
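Cells (2,000 per well) received 5-fluorouridine plus test compound or DMSO and were incubated 16 hr at 37 °C, 5% CO2. Luciferase activity was read by luminescence 30 min after ONE-Glo addition; signal suppression marked inhibition of damage-induced ELG1 function.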
uPA generation: qHTS for Inhibitors of Cell Surface uPA Generation. Potency, µM (top dose mostly 38.3 µM), for inactives: at the highest dose activity change, negative = inhibition, usual class: inhibitors. 330,000 tested, 0.31% active. AID 540303, 2011. cell surface uPA generation assay, qHTS; active = well fitted inhibition curve with a large enough effect; inconclusive = small, poorly fitted or top-dose-only effect; inactive = no such curve, though single readings can be large or run the other way; tested in mouse RAW 264.7 cells; also: potency is read from the fitted curve at half-maximal effect; % is scaled to controls: 0 for no effect and ±100 for the full control effect; nearly all actives have a fitted effect of over 55% in size
* hit, by the source's call; ? = inconclusive; . = not tested or not shown; [ ] = another dose, or the depositor's remark. Unless noted, calls follow the shape of the dose curve; as a rule, active = well fitted curve in the direction sought with a large enough effect; inconclusive = small, poorly fitted or top-dose-only effect, or another doubt; inactive = no such curve, though single readings can be large; an effect the other way counts as inactive or inconclusive.

compound	BCR signal inh	USP2a block	B2AR arrestin	Mito fusion act	TSHR antagonist	Tb PFK block	Eya2 inh	PTAP TSG101 blk	TCR act	ELG1 DNA repair	uPA generation
CC1CN(CC(=O)NN=C(c2ccccc2)c2ccccc2)CC(C)O1 (configuration not stated)	-1%	0%	-0.4%	3%	-8	1%	-8%	-10%	-2%	9%	-3%
CCc1ccc(NC(=O)CSc2nc3ncc(Br)cc3[nH]2)cc1	-13%	4%	-1.1%	-8%	3	-5%	3%	0%	-2%	7%	5%
O=C(O)CCCCNS(=O)(=O)/C=C/c1ccccc1	5%	0%	-0.1%	-8%	3	0%	3%	-2%	-5%	-2%	-1%
CCCCN(C)C1CCN(C(=S)Nc2cccc(OC)c2)CC1	-30%	2%	-0.4%	-4%	-6	-10%	-4%	0%	-3%	2%	-5%
Cc1ccc(Oc2c(F)c(F)nc(N3CCCC3)c2F)cc1	-6%	0%	-0.4%	-4%	16	1%	-2%	1%	0%	?	2%
COc1ccc(C2/C=C\CC(OCc3ccccc3)CC(=O)N2Cc2cccc(F)c2)cc1 (configuration not stated)	0%	-1%	-0.1%	.	-9	2%	-9%	-7%	-1%[46.1 µM]	21µM*	-23%
COc1ccc(-c2csc(NC(=O)c3cccc(S(=O)(=O)N4CCN(C)CC4)c3)n2)cc1	?	1%	-0.1%	-4%	2	10%	8%	-2%	-3%	-8%	-9%
Cc1c(-c2cccc(Cl)c2)nc2ccccc2c1C(=O)OCC(=O)N(C)C1CCS(=O)(=O)C1 (configuration not stated)	?	-13%	0.1%	5%	8	-7%	-6%	-5%	9%	?	-6%
CS(=O)(=O)Nc1ccccc1C(=O)O	-3%	3%	-0.1%	-1%	8	-3%	2%	0%	-6%	-17%	1%
CC(=O)Nc1sc(C)c(C)c1C(=O)OCC(=O)N(CCC#N)c1cc(C)cc(C)c1	2%	-2%	-0.5%	5%	-4	1%	8%	-5%	4%	?	14%
Cc1ccc(N(CC(=O)NCc2ccc3c(c2)OCO3)S(C)(=O)=O)cc1	-3%	-5%	0.3%	1%	2	1%	-7%	-5%	-8%	?	-1%
CCn1ncc(Br)c1C(=O)Nc1ccc(-c2ccno2)cc1	-16%	-3%	-1.5%	0%	27	-3%	3%	1%	7%	-3%	2%
Nc1nc(=S)n(-c2ccccc2)[nH]1	1%	-4%	0.1%	-4%[9.22 µM]	27	-26%	5%	1%	-6%	10%	-1%
O=C(CCSc1ccc(Br)cc1)c1ccc(O)cc1	?	-2%	-0.8%	7%	-7	2%	6%	-6%	6%	-10%	1%
COc1ccccc1NS(=O)(=O)c1cc(NC(=O)c2ccc(=O)[nH]c2)ccc1N1CCOCC1	4%	0%	-0.6%	0%	1	2%	4%	2%	3%[46.1 µM]	20%	2%

Not a retest: three of the compounds above.
compound	BCR signal inh	USP2a block	B2AR arrestin	Mito fusion act	TSHR antagonist	Tb PFK block	Eya2 inh	PTAP TSG101 blk	TCR act	ELG1 DNA repair	uPA generation
Nc1nc(=S)n(-c2ccccc2)[nH]1	1%	-4%	0.1%	-4%[9.22 µM]	27	-26%	5%	1%	-6%	10%	-1%
O=C(CCSc1ccc(Br)cc1)c1ccc(O)cc1	?	-2%	-0.8%	7%	-7	2%	6%	-6%	6%	-10%	1%
COc1ccccc1NS(=O)(=O)c1cc(NC(=O)c2ccc(=O)[nH]c2)ccc1N1CCOCC1	4%	0%	-0.6%	0%	1	2%	4%	2%	3%[46.1 µM]	20%	2%

Remaining list, next part
compound	BCR signal inh	USP2a block	B2AR arrestin	Mito fusion act	TSHR antagonist	Tb PFK block	Eya2 inh	PTAP TSG101 blk	TCR act	ELG1 DNA repair	uPA generation
CCOc1ccc(NC(=O)Nc2ccc(NC(C)=O)cc2)cc1	-13%	2%	0.0%	5%	4	-6%	0%	-2%	1%	22%	-1%
Cc1cc(OC(C)C(=O)NCC2CCCO2)cc(C)c1Cl (configuration not stated)	-2%	0%	-0.8%	1%	0	-2%	7%	-3%	0%	6%	-1%
O=S(=O)(c1ccc(Cl)cc1)N1CCN(c2nc(-c3cccs3)nc3ccccc23)CC1	0%	-11%	3.3%	?	1	0%	-9%	0%	-1%	-6%	4%
O=C(/C=C/c1ccccc1Cl)Nc1ccc(S(=O)(=O)Nc2ncccn2)cc1	?	-2%	-0.6%	-1%	25	-4%	5%	-2%	0%	?	-7%
CCN(CC)C(=O)CNC(=S)N(CCCN1CCOCC1)Cc1cccs1	0%	2%	-2.2%	-5%	1	-2%	0%	0%	-1%[46.1 µM]	20%	2%
COC(=O)c1cccc(CSc2nc(-c3ccccc3)c(C#N)c(=O)[nH]2)c1	1%	-9%	0.9%	1%	-23	1%	-1%	-6%	1%	0%	3%
CCOc1cc(/C=C2/NC(=O)N(Cc3ccccc3F)C2=O)ccc1O	?	0%	5.3%	10%	-6	2%	-15%	1%	-3%[46.1 µM]	-20%	-11%
COCCNC(=O)C(C)N(c1ccc(Oc2ccccc2)cc1)S(C)(=O)=O (configuration not stated)	-4%	1%	-0.1%	-3%	4	6%	-17%	-2%	5%	3%	1%
COC(=O)c1ccc(/C=N\NC(=O)c2ccc(C)cc2Cl)cc1	?	2%	-0.2%	2%	10	0%	-3%	1%	.	1%	-10%
O=C(O)c1cccnc1SCc1ccccc1Cl	-9%	1%	-0.1%	5%	4	0%	12%	-2%	2%	20%	4%
C[C@H](CO)N1C[C@H](C)[C@@H](CN(C)Cc2ccc(-c3ccccc3)cc2)Oc2c(NC(=O)Nc3ccc(C(F)(F)F)cc3)cccc2C1=O	0%	4%	-0.1%	.	-13	2%	2%	-9%	1%	-13%	11%
COCC(C)NC(=O)c1cc(-c2cccc(OC)c2)on1 (configuration not stated)	?	0%	0.3%	-3%	-6	-4%	-3%	-3%	-3%	?	-1%
COc1ccccc1CNC(=O)CCc1c(C)nc2cc(-c3ccccc3OC)nn2c1C	?	-4%	-0.4%	8%	22	-23%	-10%	-2%	0%	?	7%
O=C(O)CC(NC(=S)NCc1ccccc1)C(=O)O (configuration not stated)	?	6%	-0.1%	-16%	-5	3%	16%	1%	5%	0%	0%
COc1ccc(OC2C(=O)N(c3ccc(F)cc3)C2c2ccc(OC)c(OC)c2)cc1 (configuration not stated)	0%	-1%	-0.3%	7%	-15	3%	12%	-3%	3%	?	2%
Cn1cc(C(=O)N/N=C/c2ccc([N+](=O)[O-])cc2)c2ccccc21	8%	-1%	0.9%	1%	-5	-2%	-27%	-9%	-9%	-1%	6%
COc1ccc(N2C(=O)Cc3c2nc(N)c(C#N)c3N)cc1	?	0%	0.5%	1%	1	1%	?	1%	3%	0%	2%
CCc1ccc(C(=O)NNC(=O)c2cccc(S(=O)(=O)N3CCN(C)CC3)c2)cc1	4%	4%	-0.1%	-6%	-7	-1%	-7%	-3%	-1%	13%	1%
